Source: PubChem BioAssay (several laboratories)
MC4R barr agon – human MC4R agonism via beta-arrestin; P32245; U2OS MC4R beta-arrestin complementation, luminescence; percent of melanotan II response, DMSO zero; AID 540308; 360,000 compounds, 0.98% hits; activation, % at 8.9 µM;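 active = activation above a per-plate cutoff, the mean activation of sample wells on that plate plus 3 SD, cut at about 8% in these data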
Exocytosis inh – blocks lytic granule exocytosis | TALL-104 LAMP-1 surface exposure, flow cytometry; cells stimulated with thapsigargin and PMA | inhibition, % at 10 µM | 360,000 compounds, 0.66% hits | AID 651702;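 active = inhibition above about 55%, limit read from the data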
PDI inh – inhibitors of human protein disulfide isomerase; PDI insulin aggregation turbidity, A650, 90 min; inhibition, % at 10 µM; 350,000 compounds, 0.052% hits;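 active = mean inhibition across replicates of 30% or more, whatever share of single replicates reach that level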;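 note: absorbance from insulin aggregation driven by PDI reduction with DTT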
H9c2 protect – modulators protecting cardiomyocytes from myocardial damage; H9c2 cardiomyocytes, H2O2 injury protection, ATPLite, 2 h; protection from H2O2 cell death, % at 20 µM; 360,000 compounds, 0.63% hits;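 active = compounds giving at least 50% protection of heart cells from peroxide-induced death in the single-dose screen, raw or plate-pattern-corrected value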;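 note: 0% = DMSO wells with peroxide and 100% = DMSO wells without peroxide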
ABHD5-PLIN5 inh – inhibitors of human ABHD5-perilipin-5 interaction. Q00G26+Q8WTS1. Split G. princeps luciferase complementation, luminescence, 4 h. inhibition, % at 4 µM. 360,000 compounds, 0.78% hits. AID 602281;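 active = inhibition above the mean inhibition across every tested compound plus 3 SD, cut at about 22% in these data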;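 note: 0% = DMSO only wells and the 100% control is not disclosed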
CaV13 ICDI inh – Primary screen for inhibitors of IQ motif and Ca2+-dependent inactivation inhibitor domain binding in CACNA1D, Förster resonance energy transfer in living cells, …. HEK cells, CFP/YFP FRET ICDI-IQ, plate reader, 10 min; percent FRET-ratio fall versus neutral wells. inhibition, % at 12.3 µM. 340,000 compounds, 0.098% hits. AID 743397;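 active = mean replicate inhibition of at least 30% and at least 1% of replicates passing that level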;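 note: 0% = median of the neutral control wells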
MC4R antagonist – antagonists of human melanocortin 4 receptor (MC4R); MC4R-expressing cells, MTII-stimulated cAMP, LANCE TR-FRET; 360,000 compounds, 0.48% hits; P32245; inhibition, % at 6.5 µM;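 active = inhibition above its plate's cutoff, the mean of tested wells on that plate plus 3 SD, cut at about 29% in these data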;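 note: 0% = Melanotan II alone and 100% = Melanotan II plus saturating MCL0020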
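System: U2OS cells stably expressing human melanocortin 4 receptor (MC4R). Reagent: Melanotan II challenge after compound preincubation. Doses: 6.5 µM. Times: 30-min compound, 1-h challenge, 1-h detection, room temperature. Measured by: TR-FRET with Eu-cAMP and labeled anti-cAMP, 671 nm. Replicates: singlicate.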
ABCB6 inh MLPCN – human ABCB6 transporter inhibition; 360,000 compounds, 0.19% hits; Q9NP58; fluorescence ratio to DMSO, % at 10 µM; AID 602162; K562-ABCB6 porphyrin accumulation, flow cytometry, 1 h; hits give low values;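 active = fluorescence ratio to DMSO below 75%, the collection mean minus 3 SD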;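 note: signal is porphyrin accumulated inside mitochondria; 100% equals median channel fluorescence of DMSO control wells; lower ratio means ABCB6 inhibition with less porphyrin fluorescence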
Target sequence (Q9NP58 whole entry, looked up): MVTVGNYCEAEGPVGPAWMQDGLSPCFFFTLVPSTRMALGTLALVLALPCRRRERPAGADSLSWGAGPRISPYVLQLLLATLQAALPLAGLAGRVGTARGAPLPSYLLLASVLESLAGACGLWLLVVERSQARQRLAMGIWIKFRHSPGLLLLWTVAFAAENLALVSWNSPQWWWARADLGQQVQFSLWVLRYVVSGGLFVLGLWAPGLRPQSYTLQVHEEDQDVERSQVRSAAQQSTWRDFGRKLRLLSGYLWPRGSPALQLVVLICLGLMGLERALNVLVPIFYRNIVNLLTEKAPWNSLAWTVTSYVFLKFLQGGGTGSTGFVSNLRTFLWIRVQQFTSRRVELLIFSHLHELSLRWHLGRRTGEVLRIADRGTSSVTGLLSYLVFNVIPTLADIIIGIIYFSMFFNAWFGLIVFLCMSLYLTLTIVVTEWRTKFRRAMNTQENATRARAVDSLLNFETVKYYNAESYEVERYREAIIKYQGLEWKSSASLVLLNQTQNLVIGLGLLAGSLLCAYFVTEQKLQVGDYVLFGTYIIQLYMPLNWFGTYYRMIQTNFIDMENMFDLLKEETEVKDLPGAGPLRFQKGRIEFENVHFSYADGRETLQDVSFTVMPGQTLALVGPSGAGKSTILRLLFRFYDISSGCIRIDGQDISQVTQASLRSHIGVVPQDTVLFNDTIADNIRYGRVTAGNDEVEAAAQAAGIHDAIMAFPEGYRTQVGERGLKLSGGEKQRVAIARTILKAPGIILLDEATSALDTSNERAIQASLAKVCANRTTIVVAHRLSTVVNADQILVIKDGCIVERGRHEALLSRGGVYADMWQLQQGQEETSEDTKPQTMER
N-glyco inh – blocks N-linked glycosylation in D54 reporter cells | D54 ERlucT glycosylation luciferase reporter, 24 h; percent of 100 nM tunicamycin response | reporter increase, % at 12.5 µM | 360,000 compounds, 0.23% hits | AID 588692;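 active = mean luciferase reporter signal, scaled so untreated is 0 and the glycosylation-blocking control 100, at or above a set limit in every replicate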;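 note: luciferase carries N-glycosylation sites so blocking glycosylation raises the light; 0% = median of neutral control wells and 100% = median of 100 nM tunicamycin wells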
HTR2A ag – activates the mouse 5-HT2A serotonin receptor; P35363; CHO-K1 mHTR2A beta-arrestin complementation, luminescence; percent of 30 µM serotonin response; activation, % at 7.6 µM; 360,000 compounds, 0.66% hits;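 active = activation above a run cutoff, the mean activation of all tested compounds plus 3 SD, cut at about 14% in these data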;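 note: 0% = plate median of compound wells and 100% = 30 µM serotonin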
The depositor's hits bear a star; · = no result given.

SMILES	MC4R barr agon	Exocytosis inh	PDI inh	H9c2 protect	ABHD5-PLIN5 inh	CaV13 ICDI inh	MC4R antagonist	ABCB6 inh MLPCN	N-glyco inh	HTR2A ag
Cc1ccccc1CN1CCN(c2ccc(S(=O)(=O)N3CCCC3)cn2)CC1	-1.8	4	-4	-6	1	-6	10	102	-1	0
CC(=O)N1c2ccccc2Oc2cc3ccccc3cc21	0.8	-2	-5	-1	-16	-5	-2	100	-1	-6
COc1ccc(-n2c(SC3CCOC3=O)nc3ccccc32)cc1 (stereo unspecified)	-0.6	3	4	-5	-3	-7	42*	109	1	-4
CC(=O)c1c2c3c(c(Br)ccc3n(C)c1=O)C(=O)c1ccccc1-2	-3.9	-3	-1	44	5	-15	1	106	1	6
CC(=O)N1CCN(c2ccc(NC(=O)c3ccc(Cl)c([N+](=O)[O-])c3)cc2)CC1	-2.3	-1	-5	5	3	-19	15	99	-1	-4
O=C(Cn1c(=O)oc2cc(S(=O)(=O)N3CCCC3)ccc21)N1CCc2ccccc2C1	-0.6	-5	-3	6	4	-6	4	102	-4	6
CCc1c(C(=O)NNC(=S)NCc2ccccc2)csc1C	-0.7	-2	-2	2	-8	-4	-1	97	2	-3
Cc1cc2c(cc1C)C(c1cccc(F)c1)CC(=O)N2 (stereo unspecified)	-1.0	-1	2	-3	-7	-3	11	102	4	3
COc1cc(CNc2ccc(C(=O)O)cc2)cc(Br)c1OCC(=O)NC(C)(C)C	-1.4	-2	11	11	5	-4	-2	92	4	11
COc1ccc(C(=O)C(OC(=O)c2ccccc2Cl)c2ccccc2)cc1 (stereo unspecified)	-1.7	4	-6	3	-1	-4	8	102	-3	-8
CC(C)NC(=O)NC(=O)COC(=O)c1ccc(S(=O)(=O)Nc2ccccc2)cc1	-2.6	0	3	-10	-8	-2	1	95	-1	2
O=C(O)c1ccccc1/C=N/NC(=O)c1cc(-c2ccco2)nc2ccccc12	-3.2	1	7	-9	9	-6	-9	97	2	2
Cc1cccc(C)c1NC(=O)CN(C)C(=O)C(c1ccccc1)c1ccccc1	-0.2	-2	17	5	-4	-1	6	97	-2	5
COC(=O)c1cc2occc2n1CC(=O)Nc1cc(OC)cc(OC)c1	0.1	-2	8	5	13	-5	-3	90	-1	-3
O=C(Nc1nc(-c2cc(Cl)sc2Cl)cs1)c1ccccc1	1.0	0	-1	-5	-5	-6	13	97	-1	-6
Cc1oc2ccc(O)c(CN(C)C)c2c1C(=O)c1ccccc1	2.2	-2	-2	-10	-5	-4	10	99	-3	1
CC(/C=C1\SC(=S)N(NC(=O)c2ccc(O)cc2)C1=O)=C\c1ccccc1	2.5	2	26	6	-1	-4	-2	103	2	1
CCCS(=O)(=O)N1CCCC(C(=O)NCCN2CCC(Cc3ccccc3)CC2)C1 (stereo unspecified)	-0.3	-1	-9	-8	3	·	1	98	-1	-6
CCOc1ccc(CCNC(=O)c2cccc(S(=O)(=O)N3CCCC3)c2)cc1OCC	-3.4	-4	-2	-1	-4	-6	3	101	0	5
CC(=O)Nc1cc(-c2ccc(N3CCN(C)CC3)cc2)cn2c(-c3ccc(F)cc3)cnc12	0.2	1	0	-11	10	-7	6	114	-13	-6
CCC1=NN2C(=N)/C(=C\c3ccc(OCCOc4ccc(NC(C)=O)cc4)c(OC)c3)C(=O)N=C2S1	-0.9	-5	4	1	-6	-3	15	93	2	3
COc1ccccc1-c1sc2ccccc2c1-c1ccc(Br)nc1	3.9	-8	-11	-5	-7	-4	6	95	-3	7
COc1cc(=O)oc(CCC(C)O)c1C (stereo unspecified)	-0.6	0	-5	-3	-1	-9	-5	101	1	-1
COC(=O)C(C)(C)c1cccnc1C#N	-1.8	-1	5	37	8	-10	0	97	2	2
Cn1c(C(=O)N2CCN(c3nc4ccccc4s3)CC2)cc2sccc21	2.3	-1	3	-17	-10	-7	2	93	4	-1
Cc1c(CN(C)C(=O)c2nn(C)cc2[N+](=O)[O-])cnn1C	-0.3	-2	8	-1	3	-3	4	99	6	4
COc1cccc(C(=O)Cn2c(N3CCOCC3)nc3c2c(=O)n(C)c(=O)n3C)c1	-1.4	3	-13	16	1	-10	9	98	4	10
Cc1nc(SCC(=O)Nc2cccc(C(=O)O)c2)n[nH]1	-0.6	-17	13	3	2	-3	7	109	2	6
C=CCn1c(SCc2c(C)noc2C)nc2sc3c(c2c1=O)CCC(C)C3 (stereo unspecified)	-0.2	7	-3	1	0	-1	-6	90	28*	6
CC(=O)N1C[C@H]2CON(C)[C@H]2C[C@H]1c1ccc(-c2cccnc2)cc1	-1.3	6	2	16	3	-7	1	95	4	-1

A run of entries of the results above:
SMILES	MC4R barr agon	Exocytosis inh	PDI inh	H9c2 protect	ABHD5-PLIN5 inh	CaV13 ICDI inh	MC4R antagonist	ABCB6 inh MLPCN	N-glyco inh	HTR2A ag
Cc1oc2ccc(O)c(CN(C)C)c2c1C(=O)c1ccccc1	2.2	-2	-2	-10	-5	-4	10	99	-3	1
CC(/C=C1\SC(=S)N(NC(=O)c2ccc(O)cc2)C1=O)=C\c1ccccc1	2.5	2	26	6	-1	-4	-2	103	2	1

Additional structures
SMILES	MC4R barr agon	Exocytosis inh	PDI inh	H9c2 protect	ABHD5-PLIN5 inh	CaV13 ICDI inh	MC4R antagonist	ABCB6 inh MLPCN	N-glyco inh	HTR2A ag
Brc1ccc(-c2nn[nH]n2)cc1	0.0	-4	-3	-4	0	-2	7	98	1	3
Cc1cccc(NC(=O)c2ccoc2C)n1	-2.4	-3	20	8	-5	-2	4	105	-1	-5
COc1ccc(-c2ccc(/C=C3/C(=N)N4C(C)=CSC4=NC3=O)o2)c([N+](=O)[O-])c1	61*	-2	-1	-16	-3	-5	8	113	-1	-6
CCCN(CCC)S(=O)(=O)c1ccc(C(=O)Nc2cc3oc4ccccc4c3cc2OC)cc1	-2.0	-10	13	-4	4	-3	9	92	6	2
CC(=O)c1ccc(-n2cc(C#N)c(=O)[nH]c2=O)cc1	-1.6	8	-1	4	5	-3	-9	94	-1	-2
COC(=O)c1ccc(N2CCOCC2)c(F)c1	-0.7	-4	0	3	10	·	3	95	3	2
CC(=O)C1CCC2C3C=CC4=CC(=O)CCC4(C)C3CCC12C (stereo unspecified)	0.0	-4	0	-4	5	-5	-2	92	-8	-4
CCCCCCC(=O)N(O)C1CC(=O)N(Cc2ccccc2)C1=O (stereo unspecified)	1.2	-2	7	-1	-3	-3	8	97	49*	1
COCCn1c(SCC(N)=O)nc2c(c1=O)SC(C)C2 (stereo unspecified)	-0.4	-7	-7	-2	6	-6	8	104	1	-4
CCOC(=O)C(=COC(=O)c1ccccc1)NC(=O)Cc1ccccc1	-1.9	0	9	4	6	-5	2	101	2	-2
O=C(Nc1ccccc1)c1cc(-n2cnnc2)ccc1Cl	0.1	-2	-4	8	-1	-9	2	93	0	1
O=S(=O)(NC1CCc2ccccc21)c1ccccc1 (stereo unspecified)	0.4	2	2	-5	0	-13	4	99	0	-1
Cc1cc(OCc2cc(C(=O)NC3CCC3)no2)cc(C)c1Cl	11*	-3	-5	-5	-9	·	3	94	-1	4
CCOc1c(Cl)cc(CNC(C)(C)CC(C)(C)C)cc1OC	1.2	0	35*	-4	-1	-4	0	112	-3	-5
CC(SC1=Nc2ccccc2C2CC=NN12)C(=O)NC1(C#N)CCCCC1 (stereo unspecified)	-1.3	1	5	-3	-7	-2	0	92	-2	1
Cc1ccc(S(=O)(=O)N(C)C)cc1NC(=O)C(C)OC(=O)c1ccc2c(=O)n3c(nc2c1)CCC3 (stereo unspecified)	-3.6	-4	-4	-4	-1	-4	-6	98	1	-6
O=C1NC(=O)c2cc(NC(=O)C3COc4ccccc4O3)ccc21 (stereo unspecified)	-1.8	3	14	6	-7	-6	5	98	0	0
O=C(COc1ccc(S(=O)(=O)N2CCOCC2)cc1Cl)NCc1ccco1	0.8	-15	-2	2	4	-5	1	100	-1	0
Cc1cc(SCC(=O)OCC(=O)c2c(N)n(C)c(=O)n(C)c2=O)c(C)cc1Br	-2.7	-2	-1	-8	0	-2	11	106	5	-3
Cc1cc(C)n(CC(O)CN2C(=O)NC(C)(C)C2=O)n1 (stereo unspecified)	-0.7	-3	7	-18	2	-4	7	95	1	-2
CCCCC1C(C#N)=C(C)NC2=C1C(=O)CC(C)(C)C2 (stereo unspecified)	-0.8	3	-1	10	-9	-3	4	88	1	-5
O=C1OCCC1N1C(=O)c2ccccc2S1(=O)=O (stereo unspecified)	0.7	-2	-1	0	1	-6	14	98	2	1
CN(Cc1ccccc1)c1ccc(C(CC(N)=O)NC(=O)c2ccccc2)cc1[N+](=O)[O-] (stereo unspecified)	-0.2	-8	-15	-20	1	-5	5	98	1	-1
O=C(CCl)Nc1cccc(S(=O)(=O)N2CCCCCC2)c1	-1.6	2	19	-10	2	-4	-1	103	15	-1
Cn1nnnc1SCC(=O)Nc1ccccc1-c1ccccc1	3.8	-2	6	7	-8	·	-5	94	-1	3
CCC1=C(OC(=O)N(CC)CC)N2C(=O)OC(=NCC(=O)OC)[C@]2(Cc2ccccc2)[C@H]2C1=CC[C@H]1C(=O)N(c3ccccc3)C(=O)[C@H]12	-0.3	-6	4	2	0	-10	-1	93	0	8
COc1cccc(-c2nnc3sc(-c4ccco4)nn23)c1	-0.8	-5	3	17	-4	-3	4	103	1	4
CCc1cccc(NC(=O)CCNS(=O)(=O)c2ccc3[nH]c(=O)oc3c2)c1	-0.3	0	3	-1	1	-2	0	101	2	-2
O=C(Nc1ccc(/C=C/c2nc3ccccc3o2)cc1)c1c(F)cccc1F	8.9*	2	6	-11	-1	-1	10	106	-11	-2
CCn1c(=O)c2ccccc2n2c(SCC(=O)NCc3cccs3)nnc12	0.1	11	-1	12	4	-11	17	101	5	5
CCCNC(=S)N1CCN(c2nc(-c3ccc(C)cc3)cs2)CC1	-0.8	6	-4	-18	-8	-10	4	89	2	-2
CCOc1ccc2oc(C(=O)NCC(c3ccco3)N(C)C)c(C)c2c1 (stereo unspecified)	-1.1	2	-2	0	4	·	10	99	-5	-1
O=C(c1cccc([N+](=O)[O-])c1)N1CCCC(C(=O)N2CCCCCC2)C1 (stereo unspecified)	0.5	2	2	2	4	-5	5	101	1	-2
CCOC(=O)CC(=O)CSc1ncnc2c1oc1ccccc12	0.8	-5	-2	20	-6	·	21	98	1	5
CCc1cc(C(=O)N2CCCC(C(=O)c3ccc(Oc4ccccc4)cc3)C2)n(C)n1 (stereo unspecified)	3.2	6	0	-10	4	-2	6	102	1	1
CCn1nnnc1SCC(=O)Nc1ccc2c(c1)OCO2	-2.3	-2	3	8	2	-4	2	93	-1	-3
CCCCN1C[C@H](C)[C@@H](CC(=O)NCc2ccccc2)C1=O	-1.0	-1	-4	7	4	-14	0	108	2	3
CC(C)NC(=O)C1(C)Cc2c(-c3ccc(C(N)=O)cc3)ccnc2O1 (stereo unspecified)	0.6	-11	-1	-2	3	-5	4	100	5	-13
